# KCNK9 inh – KCNK9 potassium channel inhibitors, primary screen, HEK293 cells, thallium flux | FluxOR thallium flux fluorescence; stronger effect = lower value | B-score at 10 µM | 1.2% of 310,000 active;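 active = ratio B-score over 3 SD below the library mean, with starting fluorescence within 5 SD of its mean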;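 also: negative B-score means less thallium flux so channel inhibition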
# TMEM16A act – TMEM16A chloride channel activators or potentiators, primary screen, cell-based, HTS; Anoctamin-1 (Mus musculus), Q8BHY3; HEK293 TMEM16A/YFP-H148Q/I152L, iodide quench fluorescence; stronger effect = lower value; B-score at 10 µM; 0.3% of 340,000 active;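 active = fluorescence-ratio B-score plate-corrected deviation score at least 3 library SD below zero, with starting fluorescence score within 5 deviations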;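 also: channel opened by trigger with iodide after compound preincubation; score built on the fluorescence ratio of max minus min over baseline; more negative score means more quench and so TMEM16A activation or potentiation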
# Target sequence (Q8BHY3 whole entry, looked up): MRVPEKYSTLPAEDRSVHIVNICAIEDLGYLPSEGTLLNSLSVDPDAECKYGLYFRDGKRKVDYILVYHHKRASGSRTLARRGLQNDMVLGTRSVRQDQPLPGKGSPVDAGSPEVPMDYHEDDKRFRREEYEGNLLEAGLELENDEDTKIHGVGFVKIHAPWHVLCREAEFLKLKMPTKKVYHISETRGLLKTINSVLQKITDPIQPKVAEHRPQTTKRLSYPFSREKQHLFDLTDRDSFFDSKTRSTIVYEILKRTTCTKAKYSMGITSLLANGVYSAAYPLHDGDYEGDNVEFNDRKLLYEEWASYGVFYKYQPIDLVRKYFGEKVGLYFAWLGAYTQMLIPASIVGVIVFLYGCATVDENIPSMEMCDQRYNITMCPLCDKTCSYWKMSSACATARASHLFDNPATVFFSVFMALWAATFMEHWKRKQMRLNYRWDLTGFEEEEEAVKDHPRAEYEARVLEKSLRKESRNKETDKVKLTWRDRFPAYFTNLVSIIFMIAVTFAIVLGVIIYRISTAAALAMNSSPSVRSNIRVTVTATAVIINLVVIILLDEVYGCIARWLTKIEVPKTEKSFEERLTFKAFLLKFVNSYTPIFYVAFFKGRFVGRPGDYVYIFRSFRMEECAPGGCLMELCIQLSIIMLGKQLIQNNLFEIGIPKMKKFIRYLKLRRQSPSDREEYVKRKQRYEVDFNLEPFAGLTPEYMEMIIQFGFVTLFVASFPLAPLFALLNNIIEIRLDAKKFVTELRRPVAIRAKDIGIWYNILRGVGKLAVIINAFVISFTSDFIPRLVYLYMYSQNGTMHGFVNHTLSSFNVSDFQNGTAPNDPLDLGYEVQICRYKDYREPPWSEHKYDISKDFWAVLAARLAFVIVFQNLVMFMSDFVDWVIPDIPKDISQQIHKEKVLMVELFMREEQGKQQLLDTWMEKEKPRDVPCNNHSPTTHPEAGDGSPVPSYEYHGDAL
# KCNQ1 block – inhibitors of human KCNQ1 channel, primary screen, cell-based, thallium flux, high-throughput | Potassium voltage-gated channel subfamily KQT member 1 (Homo sapiens), P51787 | CHO-K1 KCNQ1, FluxOR thallium flux fluorescence; stronger effect = higher value | B-score at 10 µM | 1.3% of 310,000 active;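 active = compounds whose thallium flux B-score, printed positive for inhibition, exceeds three library SD while starting fluorescence stays within three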;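 also: channel opened by potassium depolarization with thallium stimulus after 20 min compound exposure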
# KCNK3 inh – human KCNK3 channel inhibitors, primary screen, CHO cells, FluxOR thallium flux, B-score | B-score at 10 µM | 0.84% of 340,000 active | Potassium channel subfamily K member 3 (Homo sapiens), O14649 | FluxOR fluorescence; stronger effect = lower value;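 active = B-score under library mean minus 4 SD, starting fluorescence ratio at most library mean plus 5 SD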;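 also: more negative B-score means stronger inhibition of thallium flux through KCNK3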
# TRPC4 potent – positive allosteric modulators of TRPC4, primary screen, cell-based, mouse TRPC4beta, HEK293 mu-opioid, Fluo-4 calcium; Short transient receptor potential channel 4 (Mus musculus), Q9QUQ5; DAMGO EC20, Fluo-4 Ca2+ flux; stronger effect = higher value; B-score at 10 µM; 0.42% of 310,000 active; AID 2227, 2009;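 active = B-score of calcium response area above 5 SD of library B-scores, with initial fluorescence ratio within 5 SD of library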;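 also: B-score of integrated fluorescence ratio over time as area under calcium response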
# TRPC4 act – activators of mouse TRPC4 channel, primary screen, Fluo4 calcium, HEK293 TRPC4beta/mu-opioid cells; Short transient receptor potential channel 4 (Mus musculus), Q9QUQ5; Fluo4 calcium fluorescence; stronger effect = higher value; B-score at 10 µM; 0.49% of 310,000 active; AID 2237, 2010;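 active = B-score above 5 SD of library B-scores, and initial fluorescence ratio not above library mean plus 5 SD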;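 also: positive B-score marks a calcium rise read as TRPC4 activation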
#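 Technique: kinetic Fluo4 calcium fluorescence; Test system: TRPC4beta and mu-opioid receptor HEK293 stable cells; Measure: B-scored integrated calcium fluorescence ratio; Benchmarks: low control buffer alone, high control maximal DAMGO; Schedule: 45 min room-temperature Fluo4 loading, 110 s read.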
# HDAC3 inhib – HDAC3 deacetylase inhibitors, primary screen, biochemical, fluorescence, cell-free homogeneous; 0.15% of 320,000 active; Histone deacetylase 3 (Homo sapiens), O15379; AID 2718, 2010; recombinant HDAC3, fluorogenic peptide/trypsin coupled; inhibition, % at 8.3 µM; in the data active = inhibition above about 26%, passing the limit was not always enough
# TMEM16A inh – TMEM16A chloride channel inhibitors, primary screen, cell-based, HTS; Anoctamin-1 (Mus musculus), Q8BHY3; HEK293 TMEM16A/YFP iodide influx fluorescence, ionomycin; normalized B-score (activity score, 25-100; higher = stronger inhibition) at 10 µM; 1.2% of 310,000 active;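 active = ratio plate-corrected score three or more library SD toward inhibition, starting fluorescence score within five deviations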;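 also: score derived from kinetic fluorescence span divided by baseline fluorescence per well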
# hERG rescue – hERG rescue from dofetilide block, primary screen, cell-based, CHO-hERG, FluxOR thallium flux, dofetilide IC70 | dofetilide IC70 present | activation (rescue from dofetilide block), less the hit threshold, % at 10 µM | 0.51% of 310,000 active;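 active = activation above the mean of controls blocked by dofetilide plus 5 SD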;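 also: thallium influx through hERG after potassium depolarization seen as dye fluorescence rise; in these data hits start at about 4.7%; inactives centre near -7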
# DYRK1A inh – rat Dyrk1A kinase inhibitors, primary screen, biochemical, single point, plate reader | 0.43% of 310,000 active | ADP-Glo luminescence, NFATc1 peptide | inhibition, % at 12.5 µM | AID 504441, 2011; in the data active = inhibition above about 50%;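 also: plate controls were vehicle with enzyme for no effect and no enzyme for full effect; many of its hits are not listed in these tables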
# KCNQ1 pot – potentiators or activators of KCNQ1 channel, primary screen, cell-based, thallium flux, high-throughput. Potassium voltage-gated channel subfamily KQT member 1 (Homo sapiens), P51787. 0.35% of 310,000 active. B-score at 10 µM. CHO-K1 KCNQ1, thallium flux FluxOR fluorescence; stronger effect = higher value;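 active = fluorescence ratio B-score, a plate-corrected score, at least three library SD, with initial intensity B-score within 5 SD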
#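 Assay system: CHO-K1 cells stably expressing KCNQ1; Medium: assay buffer with matched DMSO; Also added: K+/Tl+ depolarizing stimulus; Dosing: single dose; Timing: dye 90 min, compound 20 min, room temperature; Measured by: kinetic FluxOR thallium fluorescence, 10-s 1-Hz baseline, 110-s post-stimulus read; Read-out: peak-minus-minimum fluorescence over initial fluorescence, negative-control normalized, B-scored.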
# * marks the source's active call; other numbers are inactive results; i = inactive; · = not tested or not shown.
SMILES,KCNK9 inh,TMEM16A act,KCNQ1 block,KCNK3 inh,TRPC4 potent,TRPC4 act,HDAC3 inhib,TMEM16A inh,hERG rescue,DYRK1A inh,KCNQ1 pot
O=C(COc1nc2ccccc2nc1N1CCOCC1)N1CCc2ccccc21,i,i,i,i,i,i,·,·,-7,6,i
Cc1ccc(S/C=C\C(=O)c2ccccc2)cc1,i,i,i,i,i,i,1,i,-4,-17,i
O=C(COC(=O)c1ccccc1F)NNC(=O)c1ccccc1,i,i,i,i,i,i,-3,i,-18,6,i
NC(=O)c1ccc(C(F)(F)F)n(Cc2ccc(Cl)cc2)c1=O,i,i,i,i,i,i,7,i,-9,0,i
CN(C)c1ccc(/C=C(/C#N)C(=O)NCc2ccccc2)o1,i,i,i,i,i,i,2,i,-6,-3,i
COc1ccc(S(=O)(=O)N2CCCC(C(=O)N3CCCC3)C2)cc1OC (configuration not stated),i,i,i,i,i,i,-6,i,-8,-1,i
Cc1cccc2cc(CN(Cc3ccco3)C(=O)c3cccs3)c(=O)[nH]c12,i,i,i,i,i,i,5,i,-5,-2,i
COCCn1c(SCC(=O)Nc2cc(C)on2)nnc1-c1ccco1,i,i,i,i,i,i,-16,i,-3,-1,i
CC(C)C1OC2c3cccc4cccc(c34)C2N1c1ccccc1 (configuration not stated),i,i,i,i,i,i,1,i,-12,5,i
COc1cccc(-c2nc(-c3ccccc3)c(-c3ccccc3)[nH]2)c1OCC(=O)O,i,i,i,i,i,i,-56,i,-20,0,i
c1csc(C2Nc3ccccc3-c3nc4ccccc4n32)c1 (configuration not stated),i,i,i,i,i,i,-17,i,-14,4,i
C[C@]12C[C@H](O)[C@@H]3c4ccc(O)cc4CCC3[C@@H]1CCC2=O (some centres not stated),i,i,i,i,i,i,·,i,-16,10,i
CCOC(=O)C1CCCN(S(=O)(=O)c2ccccc2)C1 (configuration not stated),i,i,i,i,i,i,1,i,-4,-2,i
Cc1cccc(-c2nc(CSCC(=O)N3CCN(Cc4ccc5c(c4)OCO5)CC3)c(C)o2)c1,i,i,i,i,i,i,16,i,-23,-3,i
COc1cc(NC(=O)C2CCN(S(=O)(=O)c3ccc4[nH]c(=O)oc4c3)CC2)cc(OC)c1,i,i,i,i,i,i,4,i,-9,3,i
CCOC(=O)c1c(C)[nH]c(C=Nc2ccc(OC)cc2)c1O,i,i,i,i,i,i,4,i,-12,1,i
O=C(C1COc2ccccc2O1)N1CCN(c2nc3c(F)cc(F)cc3s2)CC1 (configuration not stated),i,i,i,i,i,i,6,i,-13,6,i
CCOC(=O)C1CCCN(C(=O)c2ccc(-c3ccc([N+](=O)[O-])cc3)o2)C1 (configuration not stated),i,i,i,i,i,i,-18,i,-24,9,i
Cc1cc(=O)[nH]c(N/N=C/C=C/c2ccccc2)n1,i,i,i,i,i,i,6,i,-5,7,i
COCCSc1nnc(NS(=O)(=O)Cc2ccccc2)s1,i,i,i,i,i,i,4,i,-3,4,i
O=C(OC[C@@H]1CCCN2CCCC[C@H]12)c1cc2ccccc2oc1=O,i,i,i,i,i,i,-2,i,-11,6,i
Cc1cccc(N(CC(=O)NCc2ccco2)C(=O)CCC(=O)Nc2nccs2)c1,i,i,i,i,i,i,3,i,-5,-1,i
COC(=O)Nc1ccc(S(=O)(=O)NNC(=O)c2c(O)c3ccccc3[nH]c2=O)cc1,i,·,i,i,i,i,0,i,-1,11,i
CN(CC(=O)NCc1cccc(F)c1)C(=O)c1ccco1,i,i,i,i,i,i,-7,i,6.5*,7,i
CN(C)CCN(Cc1ccccc1)c1ccccn1,i,i,i,i,i,i,3,i,-5,-4,i
SMILES,KCNK9 inh,TMEM16A act,KCNQ1 block,KCNK3 inh,TRPC4 potent,TRPC4 act,HDAC3 inhib,TMEM16A inh,hERG rescue,DYRK1A inh,KCNQ1 pot
COc1cc(-c2cc(N3C(=O)Nc4ccccc4N3O)n[nH]2)cc(OC)c1OC,i,i,i,i,i,i,-2,i,-2,2,i
COc1ccc(S(=O)(=O)N2CCC(C(=O)NCCN3CCOCC3)CC2)cc1OC,i,i,i,i,i,i,-5,i,-5,-1,i
N#CCc1c(C#N)c(N)nc(N2CCCC(CO)C2)c1C#N (configuration not stated),i,i,i,i,i,i,-5,i,-30,·,i
Oc1c(Br)cc2oc3c(c2c1CNCc1ccccc1)CCCC3,i,i,i,i,i,i,-3,i,-2,11,i
O=C(Nc1ccccc1)C1CC(=O)N(c2ccc3c4c(cccc24)CC3)C1 (configuration not stated),i,i,i,i,i,i,5,i,-9,-1,i
COC(=O)CN(n1cnnc1)S(=O)(=O)c1ccccc1Cl,i,i,i,i,i,i,0,i,-11,2,i
COc1ccc2[nH]c(C(=O)Nc3ccc4c(c3)OCO4)cc2c1,i,i,i,i,i,i,3,i,-9,·,i
Cc1ccc(-c2onc3ccc(C(=O)/C=C/N(C)C)cc23)cc1,i,i,i,i,i,i,0,i,-16,7,i
CC(C)C(NC(=O)c1ccco1)C(=O)OCc1cc([N+](=O)[O-])cc2c1OCOC2 (configuration not stated),i,i,i,i,i,i,7,i,-10,-2,i
CCC1CCCCN1CCCNC(=O)CS(=O)(=O)Cc1nc(-c2cccc(OC)c2)oc1C (configuration not stated),i,i,i,i,i,i,8,i,-11,1,i
CN=C(Nc1ccc(Cl)cc1)c1ccc(C(F)(F)F)cc1,i,i,i,i,i,i,-2,i,-15,-5,i
C=CCc1ccccc1OCC(O)Cn1ccnc1C (configuration not stated),i,i,i,i,i,i,-6,i,-9,1,i
COc1ccc(/C=C/C(=O)OCCNC(=O)c2ccncc2)cc1OC,i,i,i,i,i,i,-4,i,-20,·,i
Brc1ccccc1OCCCOc1cccc2cccnc12,i,i,i,i,i,i,5,i,-8,·,i
O=C(NCc1ccccn1)c1ccco1,i,i,i,i,i,i,-11,i,-1,4,i
COCCNC(=S)Nc1ccc(S(=O)(=O)Nc2cnc3ccccc3n2)cc1,i,i,i,i,i,i,-4,i,-20,-3,i
CS(=O)(=O)c1ccc2nc(NC(=O)c3cccc(Cl)c3)sc2c1,i,i,i,i,i,i,0,i,-9,12,i
CC1CCN(c2nc3ccc(C(=O)N4CCN(Cc5ccccc5)CC4)cc3s2)CC1,i,i,i,i,i,i,·,i,-16,4,i
COc1ccc(C(C)=O)cc1CSc1nnc2c(Cl)cc(Cl)cn12,i,i,i,i,i,i,1,i,-4,-5,i
CC1(C)Cc2ccccc2-c2nnc(SCC(=O)N3CCN(c4ccccc4)CC3)n21,i,i,i,i,i,i,3,25*,-16,8,i
CSc1oc(-c2ccco2)nc1S(=O)(=O)c1ccc(Br)cc1,i,i,i,i,i,i,9,i,-8,-2,i
COc1nc(N=C(N)N)nc2ccc(C)cc12,i,·,i,·,i,i,-10,i,-9,·,i
COc1cccc(S(=O)(=O)NCC(=O)N2CCCC2)c1,i,i,i,i,i,i,-5,i,-6,-5,i
CCCSc1nsc(NC(=O)CCC)n1,i,i,i,i,i,i,-1,i,-3,3,i
Cc1ccc(S(=O)(=O)N2CCC(C(=O)OCc3ccc([N+](=O)[O-])cc3)CC2)cc1,i,i,i,i,i,i,-2,i,-3,-4,i

# Overlap with the part before: five entries, followed by the next part.
SMILES,KCNK9 inh,TMEM16A act,KCNQ1 block,KCNK3 inh,TRPC4 potent,TRPC4 act,HDAC3 inhib,TMEM16A inh,hERG rescue,DYRK1A inh,KCNQ1 pot
CSc1oc(-c2ccco2)nc1S(=O)(=O)c1ccc(Br)cc1,i,i,i,i,i,i,9,i,-8,-2,i
COc1nc(N=C(N)N)nc2ccc(C)cc12,i,·,i,·,i,i,-10,i,-9,·,i
COc1cccc(S(=O)(=O)NCC(=O)N2CCCC2)c1,i,i,i,i,i,i,-5,i,-6,-5,i
CCCSc1nsc(NC(=O)CCC)n1,i,i,i,i,i,i,-1,i,-3,3,i
Cc1ccc(S(=O)(=O)N2CCC(C(=O)OCc3ccc([N+](=O)[O-])cc3)CC2)cc1,i,i,i,i,i,i,-2,i,-3,-4,i
CCC1=C2CC[C@H]3C(=O)N(CC)C(=O)[C@H]3[C@H]2[C@@]2(Cc3ccccc3)C(=O)N(Cc3ccccc3)C(=O)N2C1=O,i,i,i,i,i,i,5,i,-8,4,i
Cc1noc(C)c1S(=O)(=O)N1CCC(C(=O)N(C)Cc2ccccc2)CC1,i,i,i,i,i,i,0,i,-14,6,i
NS(=O)(=O)c1cccc(NC(=O)c2ccc3nc[nH]c3c2)c1,i,i,i,i,i,i,0,i,-9,0,i
O=C(Nc1ccc(F)cc1)c1cc(S(=O)(=O)N2CCCCC2)ccc1F,i,i,i,i,i,i,-4,i,-5,0,i
CCc1ccc(OCC(O)CN2CCN(CCO)CC2)cc1 (configuration not stated),i,i,i,i,i,i,-5,i,-10,-2,i
COC(=O)c1[nH]c2cc(OC)ccc2c1NC(=O)CN1CCOCC1,i,·,i,·,i,i,·,·,-10,·,i
COc1ccc2nc(N(Cc3ccccc3)C(=O)CCNC(C)=O)sc2c1,i,i,i,i,i,i,-2,i,-10,-9,i
COc1ccc(/C=C2\NC(=O)C(C=NCc3ccccc3)=C2O)cc1,i,i,i,i,i,i,-7,i,-6,-1,i
CCOC(=O)c1cc(NC(=O)N(C(C)C)C(C)C)c(C)nc1C,i,i,i,i,i,i,3,i,-7,2,i
Cn1c(=O)c(=O)n(C)c2cc(S(=O)(=O)CCC(=O)NCc3ccccc3)ccc21,i,i,i,i,i,i,·,i,-3,-3,i
COc1ccc(NCc2nnc(SCC(=O)Nc3ccccc3)n2C)cc1,i,i,i,i,i,i,1,i,-6,3,i

# Assay outcomes as filed in PubChem.

# A portion of the library. The share of hits here may be higher or lower than overall.
